Compound activity deposited in PubChem by National Center for Advancing Translational Sciences (NCATS).
hERG WT inh: qHTS for Inhibitors of KCHN2 3.1: Wildtype qHTS; Voltage-gated inwardly rectifying potassium channel KCNH2 (Homo sapiens), Q12809; U2OS, BacMam KCNH2, thallium flux FluxOr; stronger effect = lower value; activity change, % at 1.84 µM; hit rate 0.37% among 340,000;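 active = maximum activity change below -70%; inconclusive = maximum activity change between -70% and -50%; inactive = maximum activity change above -50%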; also: % is scaled to controls: 0 for no effect and ±100 for the full control effect
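U2OS cells were transduced with wild-type KCNH2 virus (2.03 x 10^8 / mL) for 4 h at room temperature, then cultured overnight at 37 C. Thallium flux was read with FluxOr dye. Rate constants were normalized to DMSO controls.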
KCNH2 3.1 inh: qHTS for Inhibitors of KCHN2 3.1: Mutant qHTS; U2OS KCNH2 3.1, thallium flux FluxOr; stronger effect = lower value; hit rate 0.95% among 340,000; activity change, % (tested at about 1.8 µM); AID 720553, 2013;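 active = maximum activity change below -70%; inconclusive = maximum activity change from -70% to -50%; inactive = maximum activity change above -50%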;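 also: thallium influx rate constant from kinetic fluorescence after stimulation buffer; % is scaled to controls: 0 for no effect and ±100 for the full control effect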
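Thallium flux via FluxOr fluorescence (Red40 quencher, 45 min loading) in U2OS cells virally expressing the KCNH2 3.1 isoform (1.77 x 10^8 /mL virus, overnight at 37 C). Rate constants from 2-min kinetic reads post-stimulation, normalised to positive and negative controls.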
TSHR antag: Antagonists of the Thyroid Stimulating Hormone Receptor: HTS campaign | activity change, negative = inhibition, % at 11.5 µM | Thyrotropin receptor (Homo sapiens), P16473 | hit rate 0.2% among 330,000 | TSHR-expressing cells, TSH-stimulated cAMP HTRF, 2 h; stronger effect = lower value;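 active = activity change below a set negative limit, meaning inhibition stronger than a set level, cut at about -70% in these data; inconclusive = activity change between two set negative limits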; also: % is scaled to controls: 0 for no effect and ±100 for the full control effect
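TSHR-expressing cells, 200/well, pre-treated with compound, then stimulated with EC80 TSH (4nM final) for 2 hours at 37 deg C. cAMP measured by competitive HTRF: anti-cAMP cryptate antibody in lysis buffer plus cAMP-d2, read after 30 minutes at room temperature.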
TCR activator: Activators of T cell receptors: qHTS campaign; Potency, µM (series often up to 9.22 µM), for inactives: at the top dose activation of IL-2 secretion, most hits filed as activators; primary human leukocytes, anti-CD3, IL-2 HTRF, 48 h; 330,000 tested, under 10 active; AID 504894, 2011; also: % of control where 0% means no effect
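Compounds are tested in HTS on primary human leukocytes co-incubated with a-CD3 beads for 48 hr. IL-2 output is measured by time-resolved FRET.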
TRPV1 ag: HTS Assay for Compounds that Act as Agonists of the Vanilloid Receptor 1; Transient receptor potential cation channel subfamily V member 1 (Homo sapiens), Q8NER1; TRPV1-expressing cells, Fluo-8 calcium influx, agonist mode; activation, % at 8.33 µM; hit rate 0.19% among 320,000; in the data active = activation above about 80%; inconclusive = between about 30% and that limit; also: 0% is about no effect
Target sequence (Q8NER1 whole entry, looked up): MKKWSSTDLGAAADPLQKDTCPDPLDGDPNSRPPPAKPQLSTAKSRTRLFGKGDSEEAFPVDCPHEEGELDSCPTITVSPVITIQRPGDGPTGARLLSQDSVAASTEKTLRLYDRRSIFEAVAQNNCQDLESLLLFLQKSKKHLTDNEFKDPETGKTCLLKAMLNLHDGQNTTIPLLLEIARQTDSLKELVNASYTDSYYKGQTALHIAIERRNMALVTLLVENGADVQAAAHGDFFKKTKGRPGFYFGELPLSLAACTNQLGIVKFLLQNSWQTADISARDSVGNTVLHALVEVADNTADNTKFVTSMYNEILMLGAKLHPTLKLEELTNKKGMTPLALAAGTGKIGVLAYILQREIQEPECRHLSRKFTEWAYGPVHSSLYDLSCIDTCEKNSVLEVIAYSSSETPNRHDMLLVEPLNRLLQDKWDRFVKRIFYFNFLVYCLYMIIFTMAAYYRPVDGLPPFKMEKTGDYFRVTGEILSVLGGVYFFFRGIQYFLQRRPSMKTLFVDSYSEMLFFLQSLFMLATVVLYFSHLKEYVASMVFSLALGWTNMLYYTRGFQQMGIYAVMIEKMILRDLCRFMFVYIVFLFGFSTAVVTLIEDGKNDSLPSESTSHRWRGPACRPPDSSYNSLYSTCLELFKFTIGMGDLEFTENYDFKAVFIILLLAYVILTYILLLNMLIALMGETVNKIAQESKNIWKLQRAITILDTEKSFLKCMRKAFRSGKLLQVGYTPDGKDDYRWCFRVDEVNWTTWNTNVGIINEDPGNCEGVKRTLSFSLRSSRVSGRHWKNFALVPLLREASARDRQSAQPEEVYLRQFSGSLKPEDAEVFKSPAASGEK
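Fluo-8 calcium influx in TRPV1-expressing cells, kinetic read (ex 480/em 520 nm). Compound added and read 3 min for agonist activity, followed by capsaicin at EC20 final and 2 min further read for enhancement.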
USP2a block: qHTS Assay for Inhibitors of Ubiquitin-specific Protease USP2a Using CHOP2 as the Reporter. Ubiquitin carboxyl-terminal hydrolase 2 (Homo sapiens), O75604. AID 463254, 2010. USP2 core, Ub-CHOP2 coupled fluorogenic reporter, 485/531. hit rate 0.01% among 330,000. Potency, µM (highest dose often 38.3 µM), without a hit: top-dose activity change, negative = inhibition, hits mostly inhibitors;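 also: potency is read from the fitted curve at half-maximal effect; plate controls were DMSO wells for no effect and full inhibition by NEM control for full effect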
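Deubiquitinase activity read as fluorescence (485/531 nm) after Ub-CHOP2 cleavage activates the enterokinase reporter on its substrate; USP2 core 10nM, Ub-CHOP2 and substrate 25nM each, 30min compound preincubation then 60min RT; data normalized to NEM, curves fitted.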
AT treatment: qHTS Assay for Identifying a Potential Treatment of Ataxia-Telangiectasia. […] A-T fibroblasts, KAP-1 phosphorylation AlphaLISA; neocarzinostatin DNA damage 30 min before lysis. Potency, µM (top dose mostly 57.5 µM), inactives show top-dose activation, actives largely listed as activators. hit rate 0.19% among 320,000; also: potency is read from the fitted curve at half-maximal effect; % of control where 0% means no effect; nearly all actives have a fitted effect of over 45% in size
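hTERT-immortalized A-T patient fibroblasts ([…]), 500 cells/well in OPTI-MEM, 1% FBS, got compounds for 60 min, then NCS for 30 min at 37C. Lysates were then assayed for phospho-KAP-1 by AlphaLISA (anti-pKAP1 donor, anti-KAP1 acceptor beads), 6 hr at 25C.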
ELG1 DNA repair: qHTS screen for small molecules that inhibit ELG1-dependent DNA repair in human embryonic kidney (HEK293T) cells expressing luciferase-tagged ELG1. Potency, µM (series often up to 46.1 µM), inactives show at the highest dose activity change, negative = inhibition, most hits filed as inhibitors. HEK293T ELG1-luciferase reporter, luminescence, 16 h; DNA damage induced by 5-fluorouridine. hit rate 2.3% among 330,000; also: potency is read from the fitted curve at half-maximal effect; % is scaled to controls: 0 for no effect and ±100 for the full control effect; nearly all actives have a fitted effect of over 55% in size
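DMSO vehicle served as the neutral condition. Each well held 2,000 cells given 5-fluorouridine plus compound; after 16 hr at 37 °C/5% CO2, ONE-Glo was added and luciferase measured 30 min later.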
Mito fusion yeast: qHTS Assay for Small Molecule Inhibitors of Mitochondrial Division or Activators of Mitochondrial Fusion; S. cerevisiae fusion-defective mutant growth rescue, CellTiterGlo 48 h; Potency, µM (top dose mostly 46.1 µM), inactives show at the highest dose growth rescue (activation), most hits filed as activators; hit rate 0.23% among 320,000; AID 485298, 2010;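 also: potency is read from the fitted curve at half-maximal effect; % of control where 0% means no effect; nearly all actives have a fitted effect of over 45% in size; temperature-sensitive fusion mutants such as fzo1-1 at 37 °C on non-fermentable ethanol glycerol medium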
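Compounds are tested for their ability to restore growth of mitochondrial fusion-defective yeast strains at non-permissive 37C in YPEG medium over 48 hours. Viability is quantified by luciferase luminescence.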
Eya2 inh: qHTS Assay for Inhibitors of the Phosphatase Activity of Eya2. Protein phosphatase EYA2 (Homo sapiens), O00167. Potency, µM (doses to about 76.9 µM), for inactives: at the top dose activity, negative = inhibition, most hits filed as inhibitors. recombinant Eya2, OMFP fluorescence dephosphorylation (OMFP is methylfluorescein phosphate). AID 488837, 2010. hit rate 0.006% among 330,000; also: potency is read from the fitted curve at half-maximal effect; % is scaled to controls: 0 for no effect and ±100 for the full control effect
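Eya2 (0.2 uM) preincubated 10 min at ambient with compound, then OMFP substrate added at 50 uM; 10 min reaction in 50 mM HEPES pH 7.5, 50 mM NaCl, 5 uM MgCl2, 0.05% BSA, 1 mM DTT. Fluorescence read at Ex 485/Em 525 nm.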
The depositor's hits bear a star; ? = inconclusive; nt = no result given; [ ] = remark or other dose. Unless noted, calls follow the shape of the dose curve; as a rule, active = well fitted curve in the direction sought with a large enough effect; inconclusive = small, poorly fitted or top-dose-only effect, or another doubt; inactive = no such curve, though single readings can be large; an effect the other way counts as inactive or inconclusive. This is a subset; count on the stated rates, not on these rows.

Below each compound: hERG WT inh | KCNH2 3.1 inh | TSHR antag | TCR activator | TRPV1 ag | USP2a block | AT treatment | ELG1 DNA repair | Mito fusion yeast | Eya2 inh
> Cc1cc(-c2ccc(Br)cc2)n[nH]1
→ -3.1 | 11.8 | 6.0 | 1.9% | -0.8 | -0.8% | 1.6% | ? | -0.9% | 0.4%
> Cc1nc(-c2ccc(S(=O)(=O)N3CCN(C4c5ccccc5-c5ccccc54)CC3)s2)cs1
→ -0.1 | -21.7 | -8.1 | 1.0% | -0.8 | 9.8% | -10.6% | 8.9% | 0.7% | 4.4%
> CC(C)C[C@H]1CN=C(Nc2ccccc2)N1CCCCc1ccccc1
→ 36.6 | -11.7 | 14.3 | -3.2% | 4.8 | 0.5% | 6.0% | -24.0% | -4.4% | 4.1%
> C/C(=N\NC(=S)NC(C)C)c1ccccc1
→ 0.6 | 26.2 | -0.9 | 1.8% | 26.0 | 0.7% | 5.6% | 1.6% | -23.1% | -0.6%
> COc1ccc(OC)c(NC(=O)Cn2cnc3c(cnn3-c3ccccc3)c2=O)c1
→ 1.3 | -8.4 | 3.7 | 4.0%[46.1 µM] | 1.5 | 1.9% | -1.3% | -29.9% | -1.0% | -1.3%
> CC1=C(C(=O)N2CCOCC2)C(c2ccccc2F)C2=C(CC(C)(C)CC2=O)N1 (stereo not drawn)
→ -8.8 | -14.6 | -5.1 | 4.0% | 4.5 | -6.4% | -2.7% | -5.6% | 0.4% | 8.7%
> COC(=O)c1ccccc1NC(=O)C1CCN(C(=O)Cc2ccccc2)CC1
→ -12.5 | nt | 6.5 | -3.5% | ? | -0.6% | 0.4% | -4.5% | 0.1% | 0.7%
> Cc1[nH]c2ccccc2c1C(=O)CN1CCC(C(N)=O)(N2CCCCC2)CC1
→ 2.0 | 2.2 | -3.3 | -2.3% | -0.4 | -2.0% | -0.5% | 11.8% | 5.5% | 26.2%
> COc1ccc(CNC(=O)C2CCN(S(=O)(=O)c3ccc4c(c3)NC(=O)CO4)CC2)cc1
→ 1.6 | -11.9 | 27.1 | 4.1% | -0.1 | -1.2% | -5.7% | 10.8% | 3.3% | -12.6%
> N/C(CCN1CCCCC1)=N/O
→ 1.1 | -6.1 | nt | 10.3% | -3.8 | nt | nt | nt | -3.0% | nt
> COC(=O)c1ccc(OC(=O)CS(=O)c2ccccc2[N+](=O)[O-])cc1 (stereo not drawn)
→ -6.5 | 15.9 | 6.5 | -3.6% | 9.2 | 0.0% | -3.5% | 4.9% | 0.6% | 14.1%
> Nc1c(C(=O)Nc2ccc(Cl)c(Cl)c2)sc2nc(-c3cccnc3)ccc12
→ nt | nt | 5.7 | 2.0%[46.1 µM] | -0.5 | -0.6% | -0.6% | 1.5% | -1.5% | -2.6%
> Cc1ccc(-c2cc(C(=O)Nc3ccncc3)c3ccccc3n2)cc1
→ -9.0 | -15.4 | ? | -6.1% | ? | 1.2% | 5.8% | ? | 13.5% | 2.6%
> Cc1ccc(NC(=O)CSCC(=O)N(C)Cc2ccc(Cl)c(Cl)c2)cc1
→ -13.6 | -12.2 | -9.6 | 2.2% | 10.5 | 3.2% | 7.5% | 0.8% | 9.6% | 13.0%
> CCCNC(=O)c1cn(CC)c2cc(N3CCN(C)CC3)c(F)cc2c1=O
→ 4.4 | -13.6 | 1.2 | 2.3% | -2.5 | -1.5% | 1.3% | 0.0% | -1.9% | -4.7%
> O=C(N/N=C/c1ccncc1)c1ccccn1
→ -0.3 | -4.9 | 3.8 | -2.4% | 0.4 | 3.2% | 19.6% | ? | -12.0% | 4.4%
> O=C(Nc1nc(-c2ccccn2)cs1)c1cc(S(=O)(=O)N2CCOCC2)ccc1F
→ 14.0 | -5.6 | -9.3 | 0.8% | -1.5 | -2.1% | 12.3% | 1.3% | -3.8% | 2.5%
> CCOC(=O)c1sc(N)nc1C(C)(C)C
→ 3.9 | -0.8 | 1.5 | -5.0% | -3.7 | 0.5% | -0.2% | -2.6% | -1.5% | 16.4%
> O=C(Nc1ccccc1N1CCCC1)c1ccc(Cl)cc1Cl
→ -4.2 | -6.0 | -11.5 | -6.5% | 17.0 | -2.8% | -1.3%[11.5 µM] | -5.7% | ? | 2.4%
> Cn1ccnc1Sc1cc(NCCCO)c([N+](=O)[O-])c2nonc12
→ -1.7 | -4.3 | -28.3 | nt | 8.0 | -1.0% | -4.7% | ? | -8.5% | 8.1%
> COc1cc(OC)cc(C(=O)N[C@H](C(=O)NCCc2ccc(S(N)(=O)=O)cc2)C(C)C)c1
→ -5.1 | 8.9 | 1.4 | 5.0% | -0.3 | 0.4% | 1.7% | -10.8% | 15.5% | -18.2%
> O=C(O)c1cccc(N/N=C/c2ccc(OC(F)(F)F)cc2)c1
→ -0.8 | 3.3 | -13.3 | -5.0% | -3.3 | 2.6% | -13.2% | ? | 22.6% | 4.9%
> Cc1sc2ncnc(Oc3ccc(-n4ccnc4)cc3)c2c1C
→ 3.0 | 19.2 | -14.2 | 5.4% | 6.8 | -1.5% | 1.8% | ? | -5.9% | -3.2%
> Cc1ccc(C(=O)COC(=O)c2c(C)cc(=O)oc2C)cc1[N+](=O)[O-]
→ 8.9 | -5.1 | 24.4 | -1.5%[46.1 µM] | 5.9 | -0.7% | -12.5% | -16.6% | ? | -9.5%
> Cc1ccc(S(=O)(=O)N2CC3CCCC2C3)cc1 (stereo not drawn)
→ -3.5 | -1.8 | 27.2 | 2.1% | 10.7 | 1.4% | 13.8% | 0.0% | -10.1% | 9.4%
> CCN(CC)c1ccc(-c2n[nH]c(=S)n2-c2ccccc2)cc1
→ -2.1 | -7.1 | -14.3 | -6.2% | 3.9 | 2.0% | 0.0% | ? | 0.8% | -5.0%
> O=C(NCCC1CCCCN1S(=O)(=O)c1ccccc1)C(=O)NC1CCCC1 (stereo not drawn)
→ 5.6 | 5.3 | 6.7 | -1.4% | 6.9 | 1.3% | 8.4% | -1.3% | -9.2% | 0.4%
> CCOC(=O)c1ccc(N2C(=O)CC(SCC(=O)Nc3ccc(S(N)(=O)=O)cc3)C2=O)cc1 (stereo not drawn)
→ -13.8 | -9.9 | 0.3 | -8.7% | -0.2 | -7.5% | -1.3% | -2.7% | -2.8% | -20.2%
> COc1cccc(-c2nc(CS(=O)(=O)CC(=O)N3CCOCC3)c(C)o2)c1
→ 6.1 | -24.1 | 11.5 | 1.0% | 0.7 | 0.4% | -12.7% | ? | 45.7% | -13.1%
> COc1ccccc1NC(=O)CN1C(=O)COc2ccc(S(=O)(=O)N3CCCCCC3)cc21
→ 7.4 | ? | 3.7 | -3.6% | 9.8 | -1.6% | 5.5% | -8.0% | 5.5% | 3.6%
> COC(=O)c1c(C)[nH]c(C(=O)COC(=O)Cc2ccc3c(c2)OCCO3)c1C
→ -7.1 | 5.4 | -7.2 | -2.7% | ? | -2.1% | 4.8% | 1.0% | -4.0% | -23.8%
> NS(=O)(=O)c1ccc(CNC(=O)c2ccc(NS(=O)(=O)c3ccc4[nH]c(=O)[nH]c4c3)cc2)cc1
→ 1.4 | -6.4 | 7.3 | 0.5% | -0.7 | 0.4% | -2.1% | 15.9% | -3.1% | -34.4%
> CCOC(=O)N1CCN(S(=O)(=O)c2ccc(OC)c(Cl)c2)CC1
→ -0.3 | -5.9 | 3.9 | 0.5% | -1.0 | -0.5% | -4.7% | 0.5% | -8.7% | 6.5%
> CCCNC(=O)c1ccc(N2CCC3(CC2)CC(c2ccccc2)=NO3)c([N+](=O)[O-])c1
→ 28.2 | 6.2 | 11.7 | -2.0% | -1.2 | -1.4% | -11.6% | ? | 2.7% | 4.4%
> CCOc1c2ccc(C(=O)NCc3ccc(OC(F)(F)F)cc3)cc2nn1C
→ 3.6 | 8.2 | 7.9 | -1.6% | 1.7 | 2.4% | 7.4% | 12.4% | 1.4% | 10.0%
> COCC(C)n1c(COc2ccccc2F)nnc1SCc1c(C)noc1C (stereo not drawn)
→ 19.1 | 1.1 | ? | 4.5% | 3.4 | 0.1% | -1.0% | ? | -4.3% | 4.7%
